TSHR antag – antagonists of human thyroid stimulating hormone receptor | activity change, negative = inhibition, % at 11.5 µM | actives 0.2% (n = 330,000) | P16473 | TSHR-expressing cells, TSH-stimulated cAMP HTRF, 2 h; hits give low values | AID 504810;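 active = activity change below a set negative limit, meaning inhibition stronger than a set level, cut at about -70% in these data; inconclusive = activity change between two set negative limits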; also: % is scaled to controls: 0 for no effect and ±100 for the full control effect
Target sequence (P16473 whole entry, looked up): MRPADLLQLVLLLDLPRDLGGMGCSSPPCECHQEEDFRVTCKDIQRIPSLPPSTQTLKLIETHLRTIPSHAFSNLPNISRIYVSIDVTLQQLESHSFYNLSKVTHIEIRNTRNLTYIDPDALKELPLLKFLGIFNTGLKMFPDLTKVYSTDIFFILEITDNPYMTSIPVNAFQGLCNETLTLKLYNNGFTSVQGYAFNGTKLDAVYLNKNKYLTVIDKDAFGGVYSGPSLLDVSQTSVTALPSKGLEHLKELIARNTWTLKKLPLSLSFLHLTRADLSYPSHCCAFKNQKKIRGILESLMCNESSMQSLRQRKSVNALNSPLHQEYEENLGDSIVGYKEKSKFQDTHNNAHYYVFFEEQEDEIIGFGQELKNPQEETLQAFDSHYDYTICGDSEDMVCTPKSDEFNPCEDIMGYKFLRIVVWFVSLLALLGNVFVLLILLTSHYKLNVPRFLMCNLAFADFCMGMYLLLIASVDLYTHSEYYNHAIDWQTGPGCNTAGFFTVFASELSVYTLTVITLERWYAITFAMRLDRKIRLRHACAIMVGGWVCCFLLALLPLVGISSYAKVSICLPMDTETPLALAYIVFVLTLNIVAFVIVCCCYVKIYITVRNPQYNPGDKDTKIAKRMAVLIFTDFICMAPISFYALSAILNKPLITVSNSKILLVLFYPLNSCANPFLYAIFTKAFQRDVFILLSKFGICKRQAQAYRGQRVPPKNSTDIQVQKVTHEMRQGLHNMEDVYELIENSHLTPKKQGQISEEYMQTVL
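Antagonism was scored as loss of TSH-driven cAMP in TSHR cells, stimulated with 4nM TSH (EC80) for 2 hours at 37 deg C and detected by homogeneous HTRF competition immunoassay.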
hERG WT inh – blocks the wildtype human KCNH2 potassium channel. Q12809. actives 0.37% (n = 340,000). U2OS, BacMam KCNH2, thallium flux FluxOr; hits give low values. AID 720551. activity change, % at 1.84 µM;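 active = maximum activity change below -70%; inconclusive = maximum activity change between -70% and -50%; inactive = maximum activity change above -50%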; also: % is scaled to controls: 0 for no effect and ±100 for the full control effect
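U2OS cells were transduced with wild-type KCNH2 virus (2.03 x 10^8 / mL) for 4 h at room temperature, then cultured overnight at 37 C. Thallium flux was read with FluxOr dye. Rate constants were normalized to DMSO controls.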
GALK inh – inhibitors of human galactokinase. AID 1868. actives 0.007% (n = 270,000). Purified GALK, Kinase-Glo residual ATP luminescence. P51570. Potency, µM (doses to about 57.5 µM), for the others: top-dose activity change, negative = inhibition, actives largely listed as inhibitors; also: potency is read from the fitted curve at half-maximal effect; % is scaled to controls: 0 for no effect and ±100 for the full control effect
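Compounds were pin-transferred into ATP buffer (35 uM final), then GALK plus galactose (5 nM, 100 uM final) was added. After 1 h at room temperature, Kinase-Glo Plus was added and luminescence read after 10 min.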
Coupling enz – coupling enzyme interference in Giardia aldolase counter-screen. activity change, negative = inhibition, % at 58.2 µM, hits read low. AID 2472. coupling enzyme system counterscreen, AmpLite Red fluorescence. actives 0.67% (n = 290,000); in the data active = activity change below about -30%; also: % is scaled to controls: 0 for no effect and ±100 for the full control effect
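Coupling enzymes only (glyceraldehyde-3-phosphate) + compound, at 57.5 uM final, 10 min RT; add substrate/coupling/AmpLite Red mix, 20 min RT; fluorescence ex 525/em 598 nm. Actives flag coupling-system interference.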
Tb PFK inh – inhibitors of T. brucei phosphofructokinase. T. brucei PFK, ADP-Glo luminescence. Potency, µM (highest dose often 57.5 µM), without a hit: at the top dose activity, negative = inhibition, most hits filed as inhibitors. actives 0.17% (n = 330,000). AID 485367;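 also: potency is read from the fitted curve at half-maximal effect; 0% = uninhibited 1x PFK enzyme wells and -100% = no-enzyme wells; nearly all actives have a fitted effect of over 60% in size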
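ADP-Glo luminescence quantified ADP after 45 min at room temperature, with 1.25 nM T. brucei PFK, 0.1 mM ATP and 0.5 mM fructose-6-phosphate in pH 8.0 TEA buffer. qHTS titrations up to 57 µM; curves classified by quality.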
Chronic BCR inh – blocks chronic active B-cell receptor signaling; ABC-DLBCL IkBa-CBG/CBR reporter, luminescence ratio, 4 h; Potency, µM (highest dose often 46.1 µM), for the others: at the highest dose ratio change, negative = lower green/red ratio, actives largely listed as inhibitors; actives 0.05% (n = 340,000); AID 493014; active = well fitted inhibition curve with a large enough effect in the signal ratio, with a control signal flat, not every such curve was filed as active; inconclusive = small, poorly fitted or top-dose-only effect, or effect the other way, or a change in a side signal; the % refers to the signal ratio;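 also: potency is read from the fitted curve at half-maximal effect; plate controls were basal doxycycline-induced cells for no effect and cells given 10 µM MG132 for full effect; MG132 reads +100%, hits lower the ratio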
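Doxycycline induced both beetle luciferases in TMD8 lymphoma cells; IKK-driven degradation limits the IkappaBalpha-fused green signal, while red luminescence normalises for cell number and nonspecific effects. Compounds tested up to 46 uM, 4 hrs.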
CXXC DNA block – inhibitors of human MLL CXXC domain-DNA interaction | Potency, µM (doses to about 115 µM), for inactives: top-dose activity change, negative = inhibition, most hits filed as inhibitors | MLL-CXXC / FITC-HOXA9 DNA fluorescence polarization | Q03164 | AID 2662 | actives 0.037% (n = 290,000); active = well fitted inhibition curve with a large enough effect in the polarisation, with a control signal flat, not every such curve was filed as active; inconclusive = small, poorly fitted or top-dose-only effect, or effect the other way, or a change in a side signal; inactive = no such curve, though single readings can be large or run the other way; the % refers to the polarisation; also: potency is read from the fitted curve at half-maximal effect
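Steps: dispense CXXC domain solution (7 uM) → pin compounds or unlabeled HOX-A9 DNA control → 5 min ambient → add FLSN-HOX-A9 solution (50 nM) → spin → 30 min ambient → fluorescence polarization. Tris pH 7.5/NaCl/DTT/BSA buffer.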
Giardia killer – Giardia lamblia killing. Giardia lamblia trophozoite viability. actives 0.15% (n = 340,000). activity change, % at 7.66 µM, hits read low; in the data active = activity change below about -80%; inconclusive = between about -30% and that limit;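 also: parasites exposed to compound for two days anaerobically before the ATP read; % is scaled to controls: 0 for no effect and ±100 for the full control effect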
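Luminescence from cellular ATP indicates surviving trophozoites (100 cells/well) following 48 hrs anaerobic compound treatment at 37 deg C; signal develops 15-30 min at room temperature.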
TCR activator – T cell receptor activation. Potency, µM (top dose mostly 9.22 µM), without a hit: at the top dose activation of IL-2 secretion, most hits filed as activators. 330,000 tested, under 10 active. primary human leukocytes, anti-CD3, IL-2 HTRF, 48 h; also: % of control where 0% means no effect
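Activity was scored as IL-2 release from primary human leukocytes given only a TCR signal (a-CD3 beads) plus compound for 48 hr. Detection used a two-antibody HTRF format read at 665nm.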
A-T KAP1 phos – candidate therapy for ataxia-telangiectasia; […] A-T fibroblasts, KAP-1 phosphorylation AlphaLISA; neocarzinostatin DNA damage 30 min before lysis; Potency, µM (titrated, usually from 57.5 µM), for the others: at the highest dose activation, most hits filed as activators; actives 0.19% (n = 320,000); also: potency is read from the fitted curve at half-maximal effect; % of control where 0% means no effect; nearly all actives have a fitted effect of over 45% in size
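ATM-like activity read as KAP-1 phosphorylation via AlphaLISA donor/acceptor antibody pairs after lysis and 6 hr at 25C. Cells were ATM-null patient fibroblasts ([…], hTERT), dosed 60 min, then exposed to the DSB inducer NCS for 30 min.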
An asterisk follows results filed as active; i = inactive; ? = inconclusive; . = not tested or not shown; [ ] = remark or other dose. Unless noted, calls follow the shape of the dose curve; as a rule, active = well fitted curve in the direction sought with a large enough effect; inconclusive = small, poorly fitted or top-dose-only effect, or another doubt; inactive = no such curve, though single readings can be large; an effect the other way counts as inactive or inconclusive.

no. | Molecule | TSHR antag | hERG WT inh | GALK inh | Coupling enz | Tb PFK inh | Chronic BCR inh | CXXC DNA block | Giardia killer | TCR activator | A-T KAP1 phos
1 | O=C(O)CC(C(=O)O)c1ccc(OCCCCOc2ccc(C(CC(=O)O)C(=O)O)cc2)cc1 (stereo not given) | 8 | -5 | -3% | 1 | 6% | -1% | -18% | -13 | -3% | 5%
2 | COc1ccccc1CNC(=O)CCNC(=O)Cn1cnc2ccccc2c1=O | 5 | -19 | 0% | -1 | 0% | 4% | 3% | 10 | -2% | 1%
3 | COc1ccc(C2C(C(C)=O)=C(O)C(=O)N2c2ccc(F)cc2)cc1 (stereo not given) | -11 | -10 | -2% | -1 | 1% | 2% | 22% | -14 | -10% | 0%
4 | CCC1CCCCN1C(=O)COc1ccc(F)cc1 (stereo not given) | -5 | 1 | 1% | 0 | 1% | 14% | -9% | -19 | -1% | 2%
5 | CCOc1ccc(S(=O)(=O)Nc2ccc(C(=O)NCc3ccncc3)cc2)cc1 | 2 | 2 | . | . | -6% | ? | . | 23 | 3% | -2%
6 | COc1ccccc1C(CNC(=O)CNC(=O)c1ccccc1Cl)N1CCCC1 (stereo not given) | -2 | 3 | . | . | 0% | -5% | . | -3 | 7% | -6%
7 | S=C(NCCc1cccc(Cl)c1)NC1CCCCC1 | -14 | -9 | 1% | -1 | 0% | -3% | -5% | -17 | -2% | 0%
8 | CCCCCCc1ccc(N2C[C@H](CCCCC)[C@@H](CC(=O)NCc3ccccc3)C2=O)cc1 | -8 | 2 | . | -6 | 0% | -3% | 13% | ? | 1% | 15%
9 | Cc1cc([N+](=O)[O-])nn1CCC(=O)Nc1nccs1 | 11 | 7 | -2% | 1 | 0% | 9% | -2% | -5 | 2% | -5%
10 | Cc1ccc(-c2nc3ccccn3c2C=O)cc1 | 11 | . | 3% | 0 | -16% | -14% | -3% | -23 | 5% | 3%
11 | COc1ccc(C2=NN(C(=O)COc3ncnc4ccccc34)C(c3ccco3)C2)cc1 (stereo not given) | 11 | 2 | 6% | 3 | 0% | -2% | 28% | 11 | . | 1%
12 | O=C(O)CCSCC(=O)Nc1c(C(=O)C2CC2)oc2ccccc12 | -4 | 1 | -2% | 14 | 3% | 7% | -9% | -12 | -6% | -1%
13 | Cc1cc(/C=N/NC(=O)c2c(Br)cnn2C)c(C)n1-c1cccc(Br)c1 | 5 | 10 | . | 0 | 1% | ? | -2% | -26 | 0%[46.1 µM] | 1%
14 | CC1=CC(=C(C#N)c2nc3ccccc3s2)C=C(C)N1c1ccc(F)cc1 | 12 | 1 | 0% | -1 | 0% | 7% | ? | -23 | 9%[46.1 µM] | 8%
15 | O=C(CNS(=O)(=O)c1ccc(Cl)cc1)N/N=C/c1ccco1 | -8 | 1 | 1% | -4 | 1% | -21% | -6% | -11 | 9% | -2%
16 | COc1ccc(S(=O)(=O)NNC(=O)C23CC4CC(CC(C4)C2)C3)cc1[N+](=O)[O-] | 12 | -5 | . | . | 10% | 1% | . | -8 | 1% | -2%
17 | COC(c1ccccc1)c1nnc(CCC(=O)NCc2cccc(-n3cccn3)c2)o1 (stereo not given) | 1 | i | 6% | -8 | 5% | ? | -1% | 7 | -6% | 3%
18 | Cn1nnc(NC(=O)c2ccc3ccccc3c2)n1 | -1 | 4 | 1% | 1 | 2% | -3% | -6% | -16 | -3%[46.1 µM] | -1%
19 | O=C(N/N=C/c1cccc(NC(=O)c2ccc(Cl)cc2)c1)c1cccc(O)c1 | -13 | -6 | -4% | 0 | 1% | ? | 28% | -3 | 2% | -3%
20 | Cc1cc(C)n(C(=O)c2cccc([N+](=O)[O-])c2)n1 | 8 | 2 | -1% | 0 | 0% | -1% | -9% | -20 | -5% | 11%
21 | O=C(CCCC(=O)NCc1ccc(F)cc1)NCc1ccc(F)cc1 | -6 | 2 | -2% | 1 | 2% | 9% | 3% | -5 | 3% | 3%
22 | Cc1ccsc1-c1n[nH]c(=S)n1CC(C)C | -27 | -2 | 1% | -8 | 1% | 1% | 5% | 2 | 1%[46.1 µM] | -7%
23 | CCC1(c2ccccc2)NC(=O)N(CC(=O)NNC(=O)c2ccoc2C)C1=O (stereo not given) | -3 | 4 | . | . | -1% | 2% | . | 16 | . | 7%
24 | Cc1nn(C(C)C(=O)N2CCN(c3ccccn3)CC2)c(=O)c2cc3occc3n12 (stereo not given) | . | 6 | 2% | 8 | . | . | 23% | -23 | -3% | .
25 | CCCCCCCNC(=O)C1(CC2CC(c3ccc(Cl)cc3)=NO2)CCN(C(=O)c2cc(OCC)c(OCC)c(OCC)c2)CC1 (stereo not given) | 3 | 9 | . | -3 | 2% | 11% | 13% | 24 | 1% | 1%
26 | CC(Oc1ccccc1)C(=O)OCC(=O)Nc1sccc1C(N)=O (stereo not given) | -13 | -4 | . | . | -5% | 0% | . | 9 | -4% | -7%
27 | Cc1cc(C)n2nc(SCC(=O)N(C)Cc3ccccc3)nc2n1 | 3 | -10 | -1% | 0 | 0% | 0% | -4% | 3 | 0% | -1%
28 | COCCOC1CCN(C(=O)c2cc(COc3ccc(-n4cncn4)cc3)on2)CC1 | 55 | -7 | -1% | . | 0% | -5% | 14% | 11 | -5% | 8%
29 | NS(=O)(=O)c1ccc(Nc2nc(-c3cccc([N+](=O)[O-])c3)cs2)cc1 | 0 | 1 | 7% | 0 | -2% | -6% | ? | 10 | 6% | 1%
30 | S=C(NCc1ccco1)Nc1cc(Cl)c(Cl)cc1Cl | -14 | 27 | -2% | -1 | 0% | ? | 0% | -2 | 0%[46.1 µM] | 4%
31 | Nc1ccccc1N=Cc1ccc(-c2cccc(Cl)c2)o1 | -40 | 6 | 0% | -1 | -6% | ? | 13% | -14 | 5% | 5%
32 | O=C(O)Cc1cccc2ccccc12 | 15 | 8 | . | . | 4% | -6% | 2% | 3 | -3% | 0%
33 | O=C(O)c1ccc(N2CCc3ccccc32)c([N+](=O)[O-])c1 | -11 | 19 | -3% | 8 | -1% | 4% | -1% | -1 | -5% | 0%
34 | COc1cc(C(=O)N2CCc3ccccc32)c([N+](=O)[O-])cc1OC | -37 | 0 | -5% | -4 | 4% | 1% | 1% | -3 | 4% | -3%
35 | CC(=O)c1c(C)[nH]c(C(=O)NNC(=O)c2ccc(Br)cc2)c1C | -10 | 46 | . | . | 1% | -1% | . | 2 | 2% | 0%
36 | COc1cc(CCNc2ccc3nnc(-c4ccccc4)n3n2)cc(OC)c1OC | -6 | 4 | . | 3 | 1% | -9% | 7% | 18 | 1% | 8%
37 | CSCC[C@H](NC(=O)[C@@H]1CSC2c3ccccc3C(=O)N21)C(=O)N1CCC[C@H]1CO (stereo not given in full) | 4 | -3 | . | -1 | 0% | 10% | 10% | 22 | 7% | -13%
38 | Cc1ccc2nc(Nc3nc(C)cc(C(F)(F)F)n3)nc(C)c2c1 | 1 | 13 | 1% | -1 | -2% | 1% | -2% | 4 | -7% | -8%
39 | C(=C\c1ccccc1)/CN1CCN(Cc2ccc3c(c2)OCO3)CC1 | -4 | 34 | -3% | 0 | 2% | 1% | -2% | 1 | . | -6%
40 | COc1cccc(NC(=O)CN(C)C(=O)c2oc3c(ccc4ccccc43)c2C)c1 | 2 | -1 | . | . | 6% | -1% | . | 0 | 0% | 19%
41 | O=S(=O)(c1ccc(=S)[nH]c1)N1CCCCCC1 | 17 | -14 | . | . | 2% | -4% | . | -14 | 59% | -5%
42 | Cc1nc([N+](=O)[O-])c(Br)n1CC(=O)c1ccc(F)cc1 | -4 | 2 | -4% | 1 | -4% | ? | -8% | 4 | -4% | -1%
43 | CC(C)(C)n1nc2c(c1NC(=O)Cc1cccs1)CSC2 | -3 | . | 0% | 0 | 4% | ? | -7% | . | . | 3%
44 | O=C(CCc1nnc2ccc(NCc3ccccc3)nn12)NCC1CCN(C2CCCC2)C1 (stereo not given) | -3 | -2 | 3% | . | -3% | ? | -6% | 18 | -6% | 6%
45 | COc1cccc(-c2nnc(NC(=O)c3cccs3)s2)c1 | -1 | -5 | -2% | 2 | 0% | ? | 9% | -1 | -2% | 8%
46 | Cc1cc(C)n2cc(CSc3ncccc3C(=O)O)nc2n1 | 10 | -23 | 7% | -10 | -3% | -1% | -2% | 6 | -3% | 7%
47 | O=C(c1ccc(Br)o1)N1CCN(c2ccc(F)cc2)CC1 | -6 | 2 | -1% | -4 | -1% | 0% | 4% | 12 | 1% | 0%
48 | Cc1cc(NC(=O)C2C3C(=O)N(CCC(C)C)C(C(=O)NCc4ccccc4)C34C=CC2(C)O4)no1 (stereo not given) | -1 | 1 | 1% | 0 | -3% | 6% | 15% | -2 | . | -9%
